Screens deposited in PubChem BioAssay by Broad Institute.
miR-122 sensor – miR-122 Renilla sensor signal increase in Huh7, primary screen, miR-122 inhibitor project, cell-based, single point, plate reader; Huh7 miR-122 Renilla luciferase sensor, 48 h; neutral wells = 0, positive control = 100; activation (reporter increase), % at 12.5 µM; actives 0.3% (n = 340,000);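 active = mean replicate activation score at least 90 and every replicate individually at or above 90; inconclusive = only one of the two criteria met; inactive = neither criterion met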;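 note: higher luciferase means less miR-122 activity so hits act as miR-122 inhibitors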
FN deposit inh – inhibitors of fibronectin matrix deposition, primary screen, AH1F cells, Alexa488-fibronectin fluorescence, plate reader. AH1F fibroblasts, overnight. actives 0.086% (n = 350,000). inhibition, % at 12.6 µM;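 active = mean inhibition across replicates of 30% or more, regardless of how many single replicates reach that level; inconclusive = mean under 30% yet at least half of replicates reach 30%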;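 note: positive control wells lacked labelled fibronectin entirely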
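material = AH1F fibroblast monolayer depositing Alexa488-labelled fibronectin into matrix | amount = 10000 AH1F cells/well | buffer or medium = DMEM plus 2% serum, read in PBS | incubation = 1 h cell adhesion before compound, then overnight fibronectin incubation | detection = fluorescence at 485 nm excitation, 525 nm emission | evaluation = percent inhibition as loss of matrix-bound fibronectin fluorescence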
PAX8 reporter – inhibitors of PAX8-driven TPO luciferase reporter, primary screen, RMG-I cells, single concentration. actives 1.2% (n = 360,000). inhibition, % at 12.6 µM. SteadyGlo, 24 h;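 active = mean replicate inhibition at least 60% with every replicate also reaching 60%; inconclusive = only one of the two criteria is met; inactive = mean below 60% and not all replicates reaching 60%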;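 note: luciferase light reporting Pax8 driven TPO promoter activity; plate controls were median of neutral control wells for no effect and mitoxantrone controls for full effect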
LGR2 inh – inhibitors of bursicon-induced LGR2 CRE-luciferase signal, primary screen, cell-based, HEK293, CRE-luciferase reporter, bursicon stimulation. bursicon-stimulated, 4 h. actives 0.35% (n = 380,000). AID 720647, 2013. inhibition, % at 9.99 µM;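 active = drop in luminescence signal, shown as inhibition above about 50% in the replicate tests, limit read from the data, passing the limit was not always enough; inconclusive = probably only some replicates passing the limit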;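 note: agonist challenge used bursicon conditioned medium at about half maximal strength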
Cneo AK release – Cryptococcus neoformans cell lysis inducers, primary screen, AK release luminescence, single concentration | AID 651654, 2012 | C. neoformans lysis, adenylate kinase release luminescence, 4 h; normalised: neutral wells 0, clomiphene wells 100 | lysis activity, % at 15 µM | actives 0.2% (n = 360,000);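 active = mean lysis activity across replicates of at least 80%, whatever share of replicates individually reach that level; inactive = mean lysis activity below 80%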
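Assay system: C. neoformans cells. Amount: yeast cell density of 5 × 10^6 cells/mL. Technique: AK luminescence. Buffer or medium: YPD. Times: static 4 h at 37 °C with compound, 1 h detection. Dosing: single-point compound dose. Read-out: lysis from increased AK signal.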
PGC1a acetyl inh – inhibitors of PGC1a acetylation signal, primary screen, cell-based, U2OS, AlphaScreen, inhibitor mode | AlphaScreen anti-acetyl-lysine; with virally co-expressed GCN5 acetyltransferase | actives 0.17% (n = 350,000) | inhibition, % at 15.6 µM;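 active = every replicate shows inhibition of at least 40%; inconclusive = mean inhibition at least 40% but some replicate below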;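 note: 0% = neutral control wells and 100% = positive control wells; some results beyond the cut were filed as inactive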
Casp6 inh – human caspase-6 inhibitors, primary screen, biochemical, VEID-R110 fluorescence, single point, set 2; actives 0.53% (n = 350,000); inhibition, % at 12.5 µM; purified caspase-6, Z-VEID-R110 cleavage fluorescence; AID 686996, 2013;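 active = mean inhibition across replicates at least about 35%, with every replicate also reaching that limit, limit read from the data; inconclusive = only one of the two criteria met; inactive = neither criterion met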;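 note: 0% = median of neutral control wells and 100% = no fluorescence left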
Target sequence (P55212 24-179 limits assumed): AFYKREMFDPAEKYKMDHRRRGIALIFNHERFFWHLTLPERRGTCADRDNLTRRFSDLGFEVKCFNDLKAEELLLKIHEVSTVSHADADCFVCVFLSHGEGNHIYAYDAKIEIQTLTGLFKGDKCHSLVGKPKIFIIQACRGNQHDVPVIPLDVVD
Target sequence (P55212 194-293 limits assumed): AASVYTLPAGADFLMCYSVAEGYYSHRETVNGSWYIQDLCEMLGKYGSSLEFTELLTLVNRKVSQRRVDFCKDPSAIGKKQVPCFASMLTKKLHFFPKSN
EWS-Fli block – EWS/Fli-driven NR0B1 reporter inhibitors, primary screen, A673 cells, NR0B1 luciferase, luminescence, MLPCN library; actives 0.67% (n = 350,000); inhibition, % at 12.6 µM; viability-normalised; AID 651661, 2012;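 active = mean inhibition of at least 50% after viability correction, with every replicate also passing that limit; inconclusive = mean reaches 50% but only one of two replicates passes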;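 note: firefly luciferase signal divided by Alamar Blue viability fluorescence both relative to DMSO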
The depositor's hits bear a star; ? = inconclusive; . = no result given; [ ] = another dose, or the depositor's remark. Random draw from the library; 2.5% or so of the library scored in one or more.

No. | Structure | miR-122 sensor | FN deposit inh | PAX8 reporter | LGR2 inh | Cneo AK release | PGC1a acetyl inh | Casp6 inh | EWS-Fli block
1 | CN(Cc1ccccn1)C(=O)c1cc(COc2ccc(F)cc2Cl)on1 | -9 | -13 | -65 | -27 | 0 | 8 | 2 | -34
2 | CCOC(=O)c1c(NC(=O)C2CCN(S(=O)(=O)c3ccc(Cl)cc3)CC2)sc2c1CCCC2 | 0 | -9 | 14 | -6 | -2 | -3 | . | .
3 | Cc1noc(C)c1NC(=O)Nc1ccc2c(c1)C(=O)N([C@H](C)CO)C[C@H](C)[C@@H](CN(C)Cc1ccc(Cl)c(Cl)c1)OCCCC[C@H](C)O2 | -1[16.7 µM] | . | 15 | -28 | -4 | -6 | -2 | 10
4 | COc1ccc2c(C)cc(SCC(=O)N3CCOCC3)nc2c1 | 1 | 5 | 12 | . | -1 | -3 | . | .
5 | COc1ccc(/C=N/OCC(=O)N(Cc2ccccc2)c2ccccc2C(=O)O)cc1 | 2 | . | -7 | 4 | 4 | 9 | -1 | 2
6 | Nc1cc(-c2ccc(Cl)cc2)nn1-c1ccccc1 | -2 | 5 | 12 | -46 | . | -6 | . | -107
7 | CC(=O)Nc1ccc(S(=O)(=O)NCC(=O)NCCc2ccc(S(N)(=O)=O)cc2)cc1 | 10 | 2 | -6 | -4 | 4 | 12 | 2 | 3
8 | C[C@@H]1CN([C@H](C)CO)C(=O)c2cc(NC(=O)Nc3ccc(C(F)(F)F)cc3)ccc2O[C@H]1CN(C)Cc1ccc(Oc2ccccc2)cc1 | -4[16.7 µM] | . | . | -24 | -5 | 3 | 0 | -5
9 | CCC(=O)NC(=S)Nc1cccc(NC(=O)c2ccccc2)c1 | 0 | 2 | 15 | 21 | . | 0 | -2 | -8
10 | Cc1ccc(Nc2nnc(SC(C)C(=O)NCC3CCCO3)s2)cc1C (centres undefined) | . | -4 | -18 | -8 | -2 | . | 3 | -13
11 | COc1ccc(C#Cc2ccc([C@@H]3[C@H](CO)N4C(=O)CN(C(=O)C5CCOCC5)C[C@@H]34)cc2)cc1 | . | . | -27 | -9 | . | 13 | . | 6
12 | COc1cc2c(c(OC)c1OC)-c1ccc(NCc3ccccc3)c(=O)cc1C(NC(C)=O)CC2 (centres undefined) | . | -37 | 84* | -10 | 1 | . | -1 | 36
13 | Cn1c(=O)c2c(nc(SCC(=O)Nc3ccccc3)n2C)n(C)c1=O | . | 6 | 17 | 35 | -3 | . | 0 | 4
14 | COc1ccc(-c2nn3c(-c4ccco4)nnc3s2)cc1OC | -15 | 0 | . | . | -1 | -23 | . | .
15 | Cc1sc(C(=O)Nc2ccc3ccccc3c2)cc1CC(=O)O | 3 | 5 | -57 | . | -3 | 14 | 1 | -25
16 | CC(=O)c1ccc(OCc2cc(C(=O)N3CC[C@@H]4CCCC[C@H]4C3)no2)cc1 | . | 3 | -227 | -58 | 1 | . | 2 | -114
17 | O=C(C1CCN(Cc2ccc(OCc3ccccc3)cc2)CC1)N1CCCC1 | -5 | 6 | -2 | . | 2 | -15 | . | .
18 | O=C(COC(=O)CSc1ccccc1)Nc1ccc(F)cc1F | -5 | 0 | -5 | -7 | 0 | -4 | -2 | 1
19 | O=C(NC(=S)Nc1ccc(S(=O)(=O)Nc2nccs2)cc1)c1cccc(F)c1 | -3 | 0 | 43 | 9 | -1 | -14 | 0 | 10
20 | CCn1cc(/C=C(\NC(=O)c2ccccc2OC)C(=O)NCCN2CCOCC2)c2ccccc21 | 0 | -10 | 16 | 2 | -1 | . | 30 | 7
21 | C[C@@H]1CN([C@H](C)CO)C(=O)c2cc(C#Cc3cccnc3)cnc2O[C@@H]1CN(C)C(=O)CN(C)C | 3[16.7 µM] | . | -32 | -2 | 1 | -4 | -2 | -6
22 | CC(=O)N(C)C[C@@H]1[C@H](c2ccc(-c3ccccc3)cc2)[C@H](CO)N1C(=O)C1CC1 | -6[16.7 µM] | -13 | -3 | -10 | 2 | 17 | 0 | -4
23 | CCOc1ccc(CNc2nnnn2C)cc1OC | 4 | 2 | 11 | 7 | 2 | -10 | -2 | 16
24 | CC(C)N(C(=NCc1ccccc1)NC(=O)c1ccccc1)C(C)C | 5 | -4 | 27 | -3 | -3 | 15 | 2 | -8
25 | COc1ccc(NC(=O)CSc2nc3ccccc3c(=O)n2-c2ccc3c(c2)OCO3)c(OC)c1 | 1 | -4 | 16 | . | 0 | -10 | . | .
26 | O=C(C[C@H]1C=C[C@@H](NC(=O)CC2CC2)[C@@H](CO)O1)NCC(F)(F)F | . | 11 | . | -14 | 50 | -3 | 0 | .
27 | O=C(CSc1ccccn1)Nc1nc2ccc(Br)cc2s1 | 2 | . | . | . | 0 | 8 | 0 | -27
28 | Cc1ccc(C(=O)NNC(=S)NC(=O)c2ccco2)cc1 | . | . | 2 | 5 | . | 1 | -12 | 7
29 | COC(=O)CSc1nnc2cc(C)c3ccccc3n12 | 0 | -6 | 7 | -7 | -1 | 4 | -6 | -4
30 | O=C(CCCN1C(=O)/C(=C\c2ccccc2)SC1=S)Nc1cccc(C(=O)O)c1 | -3 | 1 | 15 | 13 | 0 | 8 | 4 | 1

In a second layout: results already given.
Results follow in this order: miR-122 sensor	FN deposit inh	PAX8 reporter	LGR2 inh	Cneo AK release	PGC1a acetyl inh	Casp6 inh	EWS-Fli block
#17 O=C(C1CCN(Cc2ccc(OCc3ccccc3)cc2)CC1)N1CCCC1
  -5	6	-2	.	2	-15	.	.
#18 O=C(COC(=O)CSc1ccccc1)Nc1ccc(F)cc1F
  -5	0	-5	-7	0	-4	-2	1
#19 O=C(NC(=S)Nc1ccc(S(=O)(=O)Nc2nccs2)cc1)c1cccc(F)c1
  -3	0	43	9	-1	-14	0	10
#20 CCn1cc(/C=C(\NC(=O)c2ccccc2OC)C(=O)NCCN2CCOCC2)c2ccccc21
  0	-10	16	2	-1	.	30	7
#21 C[C@@H]1CN([C@H](C)CO)C(=O)c2cc(C#Cc3cccnc3)cnc2O[C@@H]1CN(C)C(=O)CN(C)C
  3[16.7 µM]	.	-32	-2	1	-4	-2	-6
#22 CC(=O)N(C)C[C@@H]1[C@H](c2ccc(-c3ccccc3)cc2)[C@H](CO)N1C(=O)C1CC1
  -6[16.7 µM]	-13	-3	-10	2	17	0	-4

Following part:
No. | Structure | miR-122 sensor | FN deposit inh | PAX8 reporter | LGR2 inh | Cneo AK release | PGC1a acetyl inh | Casp6 inh | EWS-Fli block
31 | COc1ccc(C)cc1NC(=O)c1ccc2c(O)c(S(=O)(=O)c3ccccc3)c(=O)[nH]c2c1 | -4 | 10 | 3 | 0 | 1 | . | 4 | .
32 | C[C@@H]1CN([C@H](C)CO)C(=O)c2cc(NS(=O)(=O)c3ccccc3)ccc2O[C@H]1CN(C)C(=O)NC1CCCCC1 | 41[16.7 µM] | . | 16 | -18 | 96* | 1 | -2 | 25
33 | COc1cccc(NC(=O)CN(C)C(=O)CCNS(=O)(=O)c2ccc(C)cc2)c1 | 0 | -4 | 8 | -3 | 0 | -2 | 3 | 0
34 | CN(C(=O)COC(=O)/C=C/c1ccc(S(=O)(=O)N2CCc3ccccc32)cc1)C1CCS(=O)(=O)C1 (centres undefined) | -6 | -3 | 7 | 5 | -4 | -3 | 3 | 27
35 | CCCCCc1nnc(NC(=O)C2COc3ccccc3O2)s1 (centres undefined) | -5 | -2 | -83 | -19 | 3 | 12 | 1 | -85
36 | FC(F)(F)c1ccc(-c2cccc3c2C2CC3CCN2C(=S)NCCc2ccccc2)cc1 (centres undefined) | 49 | -11 | 11 | -2 | 1 | -16 | 2 | 19
37 | CN(CCOc1ccccc1)C(=O)C1CCN(C(=O)c2ccc(F)cc2)CC1 | -1 | 8 | 3 | 8 | 11 | 3 | -1 | .
38 | CC1CN(c2ncnc3c2cnn3-c2ccc(Cl)cc2)CC(C)O1 (centres undefined) | -6 | 1 | -170 | -42 | 0 | -17 | 0 | -54
39 | CO[C@H]1CC[C@H]2CCOc3c(C#N)cccc3C(=O)N(C)CC3(CCCCC3)CC(=O)N(C)C[C@H]1O2 | . | -7 | -19 | -10 | 13 | 19 | 0 | -14
40 | CCNS(=O)(=O)c1ccc(Br)c(C(=O)OC(C)C(=O)NCC2CCCCC2)c1 (centres undefined) | -2 | -3 | -6 | -7 | 1 | 2 | 0 | -10
41 | O=C(N/N=C/c1ccc([N+](=O)[O-])o1)c1cc(-c2cccc(Br)c2)nc2ccccc12 | 6 | 10 | 23 | . | -1 | -13 | . | .
42 | C[C@@H]1CN([C@@H](C)CO)C(=O)Cc2cc(NS(=O)(=O)c3cn(C)cn3)ccc2O[C@H]1CN(C)Cc1ccccc1 | 1[16.7 µM] | . | -4 | -14 | -2 | . | -1 | -2
43 | C[C@@H]1CN([C@@H](C)CO)C(=O)c2cc(NC(=O)Cc3ccccc3)ccc2O[C@@H](C)CCCCO[C@@H]1CN(C)C(=O)C1CCCCC1 | 10[16.7 µM] | . | -1 | 3 | -1 | 19 | 2 | -3
44 | C[C@H](CO)N1C[C@H](C)[C@@H](CN(C)S(C)(=O)=O)OCc2ccccc2-c2c(n(C)c3ccccc23)C1=O | . | -4 | . | 6 | 0 | 2 | -4 | 1
45 | Cc1ccc(-c2cccc(-c3cc(=O)oc4ccc(C(C)(C)C)cc34)c2)cc1 | -2 | . | 8 | -8 | 2 | -7 | 1 | 6
46 | CN1/C(=C\C=C2/SC(=S)N(CC(=O)O)C2=O)C(C)(C)c2ccccc21 | . | -12 | 23 | 16 | . | . | -8 | -64
47 | CC1(C)Cc2c(sc3c2c(N)nc(=S)n3Cc2ccccc2)CO1 | . | -6 | 15 | -6 | . | . | 2 | 8
48 | Cc1nn(Cc2ccc(C(=O)NN)cc2)c(C)c1Cl | -4 | -9 | 0 | -2 | . | 2 | -6 | 9
49 | O=C(Nc1ccc(Cl)cc1)ON=C1CCCC1 | 1 | -5 | -54 | -1 | -2 | 5 | -3 | -14
50 | CCCCn1c(=NC(=O)c2ccco2)c(C(=O)OCC)cc2c(=O)n3ccccc3nc21 | -1 | -6 | 5 | . | -1 | -4 | . | .
51 | CCCSc1ccc([C@@H]2[C@@H]3C(=O)N(CC)C(=O)[C@@H]3[C@]3(C(=O)OC)CCCCN23)cc1OC | -3 | -25 | -6 | 12 | 4 | -1 | 3 | 3
52 | CC(=O)c1sc(NC(=O)c2cc(S(=O)(=O)N3CCOCC3)ccc2F)nc1C | . | . | -4 | 0 | -1 | -8 | 7 | 4
53 | C[C@H](CO)N1C[C@H](C)[C@@H](CN(C)Cc2cccnc2)Oc2cc(C3=CCCC3)ccc2S1(=O)=O | 45[16.7 µM] | 7 | 1 | -5 | -1 | ? | -1 | 12
